Screening results as filed in PubChem BioAssay.
ADAM17 inh – inhibitors of human ADAM17. P78536. recombinant ADAM17, EDANS/DABCYL FRET peptide cleavage. inhibition, % at 6.95 µM. hit rate 0.83% among 370,000;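 active = inhibition above the mean of compounds lying between control limits plus 3 SD, set per campaign, cut at about 8.5% in these data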;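 also: 0% = DMSO-only wells as the low control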
ASAP1 inh – inhibitors of human ASAP1 ArfGAP activity | ASAP1-stimulated ARF1 GTP hydrolysis, GDP FP detection | inhibition, % at 16.5 µM | hit rate 0.19% among 360,000; in the data active = inhibition above about 25%;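 also: 0% = vehicle with enzyme and substrate and 100% = no enzyme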
DDE Tn7 FP inh – inhibitors of Tn7 peptide binding to human fibrin DD(E); hit rate 0.13% among 370,000; P02675; FP displacement of FITC-Tn7 peptide from fibrin DD(E); 0% = median of compound wells per plate; AID 720508; inhibition, % at 8.3 µM;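 active = inhibition above the mean of compounds falling within the control limits plus 3 SD of them, cut at about 14% in these data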;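 also: 0% = plate median of compound wells and 100% = 10 µM Aha-Tn7 peptide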
Target sequence (P02675 whole entry, looked up): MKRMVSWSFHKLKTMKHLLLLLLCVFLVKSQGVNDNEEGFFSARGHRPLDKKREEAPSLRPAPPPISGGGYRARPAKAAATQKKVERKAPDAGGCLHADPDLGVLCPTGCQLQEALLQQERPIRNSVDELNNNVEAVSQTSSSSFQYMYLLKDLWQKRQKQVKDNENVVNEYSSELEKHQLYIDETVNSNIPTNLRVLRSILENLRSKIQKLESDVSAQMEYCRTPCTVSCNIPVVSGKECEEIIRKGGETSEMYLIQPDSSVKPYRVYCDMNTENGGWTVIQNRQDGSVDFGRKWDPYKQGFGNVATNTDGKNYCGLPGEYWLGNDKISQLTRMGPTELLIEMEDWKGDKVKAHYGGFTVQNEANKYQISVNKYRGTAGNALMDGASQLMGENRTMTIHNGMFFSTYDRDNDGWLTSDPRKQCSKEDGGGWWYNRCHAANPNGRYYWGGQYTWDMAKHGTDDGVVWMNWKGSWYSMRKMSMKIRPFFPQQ
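Assay system: Human fibrin DD(E) protein | Medium: Tris buffer with calcium and detergent, pH 7.8 | Reagent: 0.1 µM fluorescent Tn7 | Compound dosing: Single point at 8.3 µM | Times: 10 min preincubation, 3 h with tracer, room temperature | Detection: Fluorescence polarization of the labelled Tn7 tracer | Controls: Aha-Tn7 high control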
TDP2 absorb – blocks human TDP2 phosphodiesterase activity; O95551; recombinant TDP2, T5PNP hydrolysis, p-nitrophenol absorbance 415 nm; hit rate 0.34% among 370,000; AID 720702; inhibition, % at 12.8 µM;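 active = inhibition above the mean of all tested compounds plus 3 SD, set per campaign, cut at about 25% in these data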;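 also: 0% = DMSO with enzyme and 100% = buffer with substrate but no TDP2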
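Read-out basis: percent inhibition. System: recombinant human TDP2. Buffer or medium: Mg2+-containing Tris-HCl buffer, pH 7.5. Repeats: single replicate. Timing: reaction 2 h, 37 °C. Benchmarks: high control without enzyme, low control DMSO plus TDP2. Probe or stimulus: 5 mM T5PNP. Doses: 12.8 µM only. Measured by: epi absorbance of p-nitrophenol freed from T5PNP by hydrolysis.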
ARFGAP1 inhibitor – inhibitors of rat ARFGAP1 | Q62848 | Arfgap1-stimulated ARF1 GTP hydrolysis, GDP FP detection | inhibition, % at 16.5 µM | hit rate 0.26% among 360,000;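 active = inhibition above a per-plate limit, mean inhibition of low control wells plus 3 SD, cut at about 25% in these data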;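 also: 0% = DMSO wells with enzyme and 100% = wells lacking Arfgap1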
Target sequence (Q62848 1-136 limits assumed): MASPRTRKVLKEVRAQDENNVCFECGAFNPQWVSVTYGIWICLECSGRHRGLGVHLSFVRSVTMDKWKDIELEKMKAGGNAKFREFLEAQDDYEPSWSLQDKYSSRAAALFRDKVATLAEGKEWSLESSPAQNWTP
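Assay system: Rat Arfgap1 GAP domain (His6, aa 1-136), purified enzyme | Buffer or medium: HEPES 25 mM pH 7.5, NaCl 150 mM, MgCl2, DTT | Schedule: GTP hydrolysis reaction 2 h at 25 °C | Signal: FP of antibody-bound GDP Alexa 633 tracer, ex 620/em 688 nm | Measure: Percent inhibition of Arfgap1-stimulated GTP hydrolysis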
PLCb3 inh – blocks human PLC-beta3 enzyme activity. Q01970. Purified PLC-beta3, fluorogenic substrate, fluorescence. inhibition, % at 12.2 µM. hit rate 0.18% among 370,000. AID 720704; in the data active = inhibition above about 11%;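 also: 0% = median of compound wells on plate and 100% = full blocker control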
Tn6 DDE FP – disrupts Tn6 cyclic peptide binding to fibrin D-Dimer-E complex; P02675; Fibrin DD(E) TRITC-Tn6 fluorescence polarization displacement; inhibition, % at 8.3 µM; hit rate 0.21% among 370,000;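 active = inhibition above a per-campaign cutoff: mean of compounds within control limits plus 3 SD, cut at about 15% in these data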;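 also: 0% = median of all compound wells on the plate and 100% = blocking peptide control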
PLC-gamma1 inh – blocks human PLC-gamma1 enzyme activity. P19174. inhibition, % at 12.2 µM. purified PLC-gamma1, fluorogenic substrate, fluorescence. hit rate 0.84% among 370,000; in the data active = inhibition above about 9.5%
ADAM10 inh – inhibits human ADAM10 | recombinant ADAM10, EDANS/DABCYL FRET peptide cleavage, 3 h | inhibition, % at 7 µM | hit rate 0.62% among 370,000;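 active = inhibition above a per-campaign cutoff equal to the mean of compounds falling between control-based bounds plus 3 SD, cut at about 20% in these data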;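 also: 0% = DMSO wells while the 100% control is not disclosed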
SIAE inh – human SIAE inhibition, primary screen | Q9HAT2 | SIAE FP-Rh probe binding, fluorescence polarization | inhibition, % at 9.66 µM | hit rate 0.69% among 370,000;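 active = inhibition above a cutoff: mean of compounds within the control limits plus 3 SD of those, cut at about 17% in these data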;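 also: 0% = plate median of compound wells and 100% = probe without SIAE protein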
Starred values were filed as active, the others as inactive; i = inactive; . = not tested or not shown.

ARFGAP1 inhibitor,Structure,Tn6 DDE FP,ASAP1 inh,SIAE inh,ADAM17 inh,PLC-gamma1 inh,ADAM10 inh,PLCb3 inh,TDP2 absorb,DDE Tn7 FP inh
4,O=c1cc(-c2ccco2)oc2c1ccc1ccccc12,-8,4,-20,-84,-99,-257,-116,14,1
14,CCCC1S/C(=N/N=C/c2cccs2)NC1=O (stereo not drawn),-3,-6,-1,2,3,4,6,-9,-3
12,CCOC(=O)COc1c(OC)cc(Cl)cc1C1NC(=O)NC(C)=C1C(C)=O (stereo not drawn),8,-2,7,-3,-2,-5,0,3,-7
2,Cc1cc(NC(=O)c2ccc(C#N)cc2)n(-c2ccccn2)n1,2,-3,3,-1,0,1,-4,-2,-8
4,Cc1ccc(C)c(NC(=O)N2CCCCCC2)c1,7,-6,-1,-1,0,6,-3,0,-10
6,CC1CCCCN1CCNC(=O)c1ccc2c(c1)N(Cc1cccc(Cl)c1)C(=O)c1ccccc1S2=O (stereo not drawn),8,-9,-6,3,4,5,-4,-14,-5
14,CCOc1ccc2ccccc2c1/C=N/NC(=O)c1ccc(C)nc1,-3,-13,-8,-4,-8,0,-13,3,-6
8,CC(C)(C)c1nnc(NC(=O)CCn2cnc3ccccc3c2=O)s1,2,10,0,4,1,0,1,0,0
-6,COC(=O)C1=CN(c2ccc(F)cc2)C=C(C(=O)OC)C1c1cccc([N+](=O)[O-])c1,3,-6,-1,-3,4,8,-3,0,-3
-5,COc1cc2c(c(OC)c1OC)-c1ccc(SC)c(=O)cc1C(NC=O)CC2 (stereo not drawn),2,1,-8,-2,-1,-4,2,-7,4
-2,CC(C)(C)C(=O)NCc1ccc(C(=O)CSc2nnc3n2CCCCC3)s1,4,9,-2,-6,2,-12,0,-3,-3
-3,Cn1c(=O)[nH]c(=O)c2c1nc(N1CCN(Cc3ccccc3)CC1)n2CCCc1ccccc1,-9,8,4,-2,-2,-3,1,10,1
2,CCOC(=O)N1CCC(O)(c2cc(C)c(C)cc2C)CC1,-4,0,-2,-6,-1,2,2,1,0
-1,COc1ccc(OC)c(C(=O)COC(=O)c2ccc(C)o2)c1,-9,-8,9,-6,-14,-14,-19,29*,3
0,CSc1cccc(NC(=O)C(C)Sc2ccc(C)cc2)c1 (stereo not drawn),2,10,-3,2,4,6,2,0,-1
13,COc1ccc(C(=O)NCC(=O)N2CCC(C)CC2)cc1OC,-4,0,5,-5,0,-5,1,9,-4
0,C=CCc1c(C)nc(SC)nc1Nc1ccc(C(=O)O)cc1,0,9,-4,-1,-5,10,-6,-1,-1
3,Cc1ccc(S(=O)(=O)Nc2cccc3ncccc23)cc1,-9,4,2,-6,-1,3,-10,12,-4
2,CC(Nc1ccccc1)c1cc(Cl)ccc1O (stereo not drawn),-3,14,4,0,1,-1,0,0,-4
1,COc1ccc(OCCCC(=O)Nc2cccnc2)cc1,-4,5,-1,-5,-2,2,2,9,11
-2,COc1ccccc1NC(=O)c1ccc(NS(=O)(=O)c2ccc(F)c(Cl)c2)cc1,-4,2,-5,1,-11,0,-13,4,2
1,Cc1cc(C)c(S(=O)(=O)N2CCCc3ccccc32)c(C)c1,0,4,5,2,0,14,-4,8,-4
-8,CCOc1ccc(S(=O)(=O)NCc2ccc(C)cc2)c2cccnc12,-6,-1,-7,-14,-14,-54,-19,-10,1
12,CCSc1nc(O)c(C2OC(=O)c3c2ccc(OC)c3OC)c(=O)n1-c1ccccc1 (stereo not drawn),-4,-2,2,3,3,-2,-1,-14,-9
1,Cc1cc(C)c(C(O)c2ncc(-c3ccccc3C)[nH]2)c(C)c1 (stereo not drawn),1,-8,-1,-1,2,-1,1,6,1
12,CCOC(=O)C(CC)Sc1nnc(COc2ccc(C)cc2)n1-c1ccccc1 (stereo not drawn),1,2,2,0,1,1,2,-6,-6
6,O=C(CSc1ncn(-c2ccccc2)n1)Nc1ccc(Br)cn1,1,-7,-8,-1,-2,-1,-3,0,2
4,Cc1cccc(C(=O)NCN2CCN(c3ccccc3C#N)CC2)c1,14,13,3,-10,2,-14,-2,-3,-4
-9,Cc1ccc(C2C(C(=O)c3cc4ccccc4o3)=C(O)C(=O)N2c2cc(C)on2)cc1 (stereo not drawn),-3,-7,10,-5,-16,-2,-34,9,8
6,COc1ccc(Cl)cc1NC(=O)CCCn1c(=O)c2cccn2c2cccnc21,-4,7,-9,-1,-5,-26,-11,-9,-3
-6,Cc1nnc(SCc2cc(=O)[nH]c(N3CCN(C)CC3)n2)s1,-1,-10,-1,-4,-2,2,3,-2,8
5,Cc1scc(C(=O)Nc2ccon2)c1-c1ccccc1,-1,-10,-1,-6,-1,7,0,12,3

Results in DDE Tn7 FP inh, ASAP1 inh and SIAE inh (four entries from above):
SMILES	DDE Tn7 FP inh	ASAP1 inh	SIAE inh
Cc1cccc(C(=O)NCN2CCN(c3ccccc3C#N)CC2)c1	-4	13	3
Cc1ccc(C2C(C(=O)c3cc4ccccc4o3)=C(O)C(=O)N2c2cc(C)on2)cc1 (stereo not drawn)	8	-7	10
COc1ccc(Cl)cc1NC(=O)CCCn1c(=O)c2cccn2c2cccnc21	-3	7	-9
Cc1nnc(SCc2cc(=O)[nH]c(N3CCN(C)CC3)n2)s1	8	-10	-1

The results go on:
ARFGAP1 inhibitor,Structure,Tn6 DDE FP,ASAP1 inh,SIAE inh,ADAM17 inh,PLC-gamma1 inh,ADAM10 inh,PLCb3 inh,TDP2 absorb,DDE Tn7 FP inh
-5,COc1ccc(-c2csc3ncnc(N4CCN(c5ccccc5OC)CC4)c23)cc1,-9,-2,2,5,1,8,-5,-3,4
1,CCOC(=O)CC[C@H](NC(=O)Cn1cnc(C(=O)Nc2ccc(C)c(C)c2)n1)C(=O)OCC,-4,-4,.,-5,-1,-3,0,-6,5
-9,COc1ccccc1N1CCN(CCCCNC(=O)c2ccc3ccccc3c2)CC1,9,2,-3,-7,2,-10,2,2,1
-1,Cc1ccccc1NC(=O)CSc1nc2c(c(=O)n(C)c(=O)n2C)n1C,-3,3,1,-2,5,11,-2,-6,2
-2,CCCCn1cnc2c(oc3ccccc32)c1=O,-5,-2,-7,-5,2,-19,3,-11,-3
1,COc1cc(C)ccc1OCc1cc(C(=O)NC2CCOCC2)no1,1,-5,2,1,0,-6,-1,5,-8
3,CC(=O)Oc1cc(OC(C)=O)c2c(=O)c(-c3ccc4c(c3)OCCCO4)c(C)oc2c1,0,0,7,-105,-219,-266,-303,-10,-2
3,O=C(O)CCCNC(=O)/C(=C\C=C\c1ccccc1)NC(=O)c1ccccc1Cl,-4,4,1,1,-1,-2,2,-6,-4
-3,COc1ccc(NCc2cc(=O)oc3cc(NC(C)=O)ccc23)cc1,2,12,-3,-261,-198,i,-264,-5,-2
1,CCOC(=O)C1=CSC2=NS(=O)(=O)CCN12,8,0,-3,-2,1,-3,0,-2,0
0,COc1ccc(C(=O)NCCS(=O)(=O)N(C)Cc2ccccc2)cc1,-2,-9,3,-6,-1,4,-4,10,1
-1,O=c1[nH]c2ccc(S(=O)(=O)Nc3ccc(-c4nnc5n4CCCCC5)cc3)cc2o1,-3,12,-3,2,3,4,5,-12,1
2,O=C(Nc1ccc2c(c1)C(=O)OC2)c1ccc(F)cc1F,-9,10,-1,2,2,3,-3,-8,-7
-11,c1cc(-c2sc(-c3ccncc3)c(-c3ccncc3)c2-c2ccncc2)ccn1,8,-1,2,-15,-30,-42,-53,-9,9
-7,CCN(C(=O)COC(=O)C1CC1C)c1c(N)n(Cc2ccccc2)c(=O)[nH]c1=O (stereo not drawn),-4,-1,2,-3,1,-5,-5,2,-1
4,C[C@@]12C(=O)N(Cc3ccco3)CC(=O)N1[C@H]1c3cc(Cl)ccc3OC[C@@H]1[C@@H]2c1ccccc1,10,-13,-8,-1,0,-1,-2,-9,0
-6,CN=c1scc(-c2ccccc2F)n1/N=C(\C)c1cccnc1,-5,8,4,0,-7,-2,-13,-1,-5
1,CCOC(=O)C1CCN(C(=O)N2CCOCC2)CC1,0,-10,-1,3,7,1,6,-1,-6
-1,CC(/C=C1\SC(=S)N(C(C(=O)O)C(C)C)C1=O)=C\c1ccccc1 (stereo not drawn),-9,8,-1,1,3,4,-4,-4,0
6,COc1ccc(OC)c(NC(=O)Cc2coc3cc(C)cc(C)c23)c1,-12,7,3,-2,0,10,-1,7,0
3,Cc1cccn2c(=O)c3cc(C(=O)NC4CCCCC4)sc3nc12,6,-1,3,-33,-29,-100,-39,8,0
3,Cc1ccc2[nH]cc(CCNC(=O)C3CCCO3)c2c1 (stereo not drawn),-2,6,1,-3,2,10,-6,2,-3
-12,CC1CCc2c(C(=O)NCC3CCCO3)csc2C1 (stereo not drawn),4,7,-1,-5,-1,4,-1,-4,4
